# Bioassay records deposited in PubChem BioAssay by Broad Institute.
# DENV2 CPE: inhibitors of DENV2 cytopathic effect, primary screen, cell-based, plate reader, single concentration; CPE inhibition, % at 9.99 µM; DENV2-infected cells, cytopathic effect rescue; AID 651640, 2012; 1.7% of 350,000 active; in the data active = CPE inhibition above about 20%, passing the limit was not always enough; inconclusive = no clear call, values can overlap the other calls; tested in BHK-21 cells;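 also: 0% = median of neutral control wells and 100% = median of positive control wells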
# PglD inh: C. jejuni PglD acetyltransferase inhibitors, primary screen, biochemical, DTNB colorimetric, single point. UDP-N-acetylbacillosamine N-acetyltransferase PglD (Campylobacter jejuni). 0.098% of 360,000 active. purified PglD enzyme, DTNB colorimetric CoA detection. AID 602405, 2012. inhibition, % at 12.5 µM; in the data active = inhibition above about 16%, passing the limit was not always enough; inconclusive = no clear call, values can overlap the other calls; also: strong numbers were not always called active
# SIRT5 block: SIRT5 desuccinylase inhibitors, primary screen, biochemical, fluorescence imaging, single point, set 5; NAD-dependent protein deacylase sirtuin-5, mitochondrial (Homo sapiens), Q9NXA8; Purified SirT5, succinyl-peptide AMC, trypsin-coupled fluorescence; inhibition, % at 15 µM; 1.1% of 330,000 active; AID 652115, 2013; in the data active = inhibition above about 15%; inconclusive = no clear call, values can overlap the other calls
# Target sequence (Q9NXA8 whole entry, looked up): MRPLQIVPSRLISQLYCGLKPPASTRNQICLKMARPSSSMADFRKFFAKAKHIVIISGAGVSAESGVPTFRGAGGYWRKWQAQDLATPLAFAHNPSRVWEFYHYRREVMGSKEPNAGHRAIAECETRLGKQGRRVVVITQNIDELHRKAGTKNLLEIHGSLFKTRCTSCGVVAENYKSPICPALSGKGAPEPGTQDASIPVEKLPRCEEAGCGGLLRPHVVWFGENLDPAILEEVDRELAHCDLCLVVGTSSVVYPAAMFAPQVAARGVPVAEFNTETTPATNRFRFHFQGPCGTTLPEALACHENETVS
# ERp5 block: inhibitors of ERp5-driven insulin aggregation, primary screen, biochemical, turbidity, absorbance 650 nm, single point | Protein disulfide-isomerase A6 (Homo sapiens), Q15084 | 90 min | inhibition, % at 9.99 µM | 0.05% of 350,000 active;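 active = mean replicate inhibition above about 25%, with every replicate also reaching it, limit read from the data, passing the limit was not always enough; inconclusive = only one of those two criteria met; inactive = neither criterion met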
# Target sequence (Q15084 whole entry, looked up): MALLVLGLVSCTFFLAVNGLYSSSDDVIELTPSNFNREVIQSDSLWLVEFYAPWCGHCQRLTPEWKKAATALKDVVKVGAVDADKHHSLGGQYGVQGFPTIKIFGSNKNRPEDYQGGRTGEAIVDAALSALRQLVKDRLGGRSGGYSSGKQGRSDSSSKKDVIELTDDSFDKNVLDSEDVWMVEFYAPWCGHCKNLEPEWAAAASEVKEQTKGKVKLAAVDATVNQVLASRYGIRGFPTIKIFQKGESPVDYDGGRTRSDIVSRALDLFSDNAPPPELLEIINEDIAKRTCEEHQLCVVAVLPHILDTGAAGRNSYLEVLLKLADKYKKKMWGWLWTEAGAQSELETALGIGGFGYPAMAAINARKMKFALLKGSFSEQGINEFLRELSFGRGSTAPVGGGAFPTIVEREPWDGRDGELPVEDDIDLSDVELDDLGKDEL
# E-selectin induc: E-selectin induction in HUVECs, primary screen, imaging, HUVEC, immunofluorescence imaging, single point | P16581 | normalized: neutral wells 0, TNF-alpha wells 100 | activation, % at 7.58 µM | 0.37% of 260,000 active;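 active = mean E-selectin-positive cell signal at least 10% of the positive control, reached in at least 60% of replicates, without over 20% cell loss; inconclusive = no rule given, readout overlaps actives, possibly toxicity-flagged; inactive = the rest, including those meeting only one limit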;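 also: in these data hits start at about 27%; measured in HUVEC primary endothelial cells; signal is the percent of cells scored E-selectin positive by PE staining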
#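 Test system: HUVEC; input: 3,000 HUVEC/well; measured by: immunofluorescence imaging; read-out: % PE-positive cells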
# Statin myotox sup: suppressors of statin myotoxicity in C2C12 myotubes, primary screen, cell-based, single point, plate reader; C2C12 myotubes + simvastatin, ATP luminescence, 48 h; scaled: DMSO 0, geranylgeraniol control 100; rescue of ATP level, % at 7.49 µM; 0.78% of 330,000 active; AID 602340, 2012;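 active = mean ATP rescue above about 67%, or every replicate alone reaching that limit, limit read from the data, passing the limit was not always enough; inconclusive = no clear call, values can overlap the other calls; inactive = mean under the limit and some replicate under it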;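 also: myotubes were challenged with 10 µM simvastatin during compound exposure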
# S100A4 MyoIIA: inhibitors of S100A4-myosin IIA peptide binding, primary screen, biochemical, fluorescence polarization, TAMRA-MyoIIA peptide; Protein S100-A4 (Homo sapiens), P26447; inhibition, % at 10.7 µM; 0.14% of 360,000 active;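 active = mean inhibition of at least 70% across replicates, with every replicate also reaching that level; inconclusive = mean inhibition reaches 70% but some replicates fall short; inactive = mean inhibition below 70%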
# Target sequence (P26447 whole entry, looked up): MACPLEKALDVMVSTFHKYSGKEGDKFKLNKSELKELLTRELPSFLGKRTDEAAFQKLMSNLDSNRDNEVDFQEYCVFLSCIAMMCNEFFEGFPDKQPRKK
#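 Material: S100A4 monomer (human). Medium: Calcium-containing HEPES buffer, pH 7.2. Probe or stimulus: labelled myosin peptide probe, 5 nM. Compound dosing: one concentration per compound. Timing: polarization read 5 min after assay mix addition, stable 5–60 min. Benchmarks: DMSO as neutral control, TFP as positive control.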
# An asterisk follows results filed as active; ? = inconclusive; / = no result given. Not all compounds are listed; the hit share may differ from the screen's.
SMILES,DENV2 CPE,PglD inh,SIRT5 block,ERp5 block,E-selectin induc,Statin myotox sup,S100A4 MyoIIA
O=C(COC(=O)Cc1ccccc1[N+](=O)[O-])NNC(=O)c1ccc([N+](=O)[O-])cc1,/,3,0,/,-1.8,-11,2
CCN(CC(=O)Nc1ccc(OC)cc1)C(=O)C1CCN(C(=O)c2ccc(Cl)cc2)CC1,1,4,1,-1,3.4,17,-3
CN(C)C(=O)c1cccc(-c2ccccc2[C@@H]2[C@@H](CO)N(C(=O)C3CCCC3)[C@H]2C#N)c1,?,/,0,-5,0.0,/,-1
O=C(CCSc1ccc(Cl)cc1)N1CCN(S(=O)(=O)c2ccccc2)CC1,12,1,-2,3,/,-2,-2
Cc1nn(CCCC(=O)Nc2ccccn2)c(C)c1[N+](=O)[O-],2,/,-4,-4,0.0,/,5
COC(=O)COc1ccccc1C(N)=O,/,-2,-2,1,/,5,-3
O=C(OCc1c(F)cccc1Cl)c1cc([N+](=O)[O-])ccc1N1CCOCC1,68*,6,7,11,-1.9,5,-1
COc1ccc(S(=O)(=O)N2CCN(C/C=C/c3ccccc3)CC2)cc1NC(C)=O,-12,0,-8,-3,/,/,1
CC(NC(=O)[C@@H](NC(=O)[C@@H]1Cc2ccccc2CN1)C(C)C)c1ccccc1 (some centres undefined),-4,4,-14,0,/,-14,-13
CCOC(=O)COn1c(=O)c(-c2ccccc2)[n+]([O-])c2ccccc21,-4,4,5,-2,/,1,-1
S=c1[nH]nc(-c2ccccn2)n1/N=C/c1ccc(-c2ccccc2Cl)o1,-6,/,1,4,/,/,4
Cc1ccc(S(=O)(=O)N2C3CCCCC3O[C@H]2CC(=O)c2ccccc2)cc1 (some centres undefined),-9,/,0,1,0.0,/,4
Nc1nc(Br)c2c(F)cccc2c1-c1ccc(Cl)cc1,/,1,-1,2,/,-2,1
N#Cc1ccccc1S(=O)(=O)N1CCN(C(=O)c2cc(-c3ccccc3)nn2-c2ccccc2)CC1,-5,2,0,-4,0.4,2,-1
CCOc1ccccc1C(=O)OCC(=O)Nc1cccc(S(=O)(=O)N2CCCC2)c1,3,1,-6,-3,0.6,0,3
COCC#Cc1cnc2c(c1)C(=O)N([C@H](C)CO)C[C@@H](C)[C@@H](CN(C)C(=O)C1CCCCC1)O2,-3,0,4,-6,-0.2,25,4
COC(=O)Cn1c(N)[n+](Cc2ccccc2)c2ccccc21,/,1,-4,-6,0.0,6,-1
O=C(CNC(=O)c1ccco1)Nc1ccc(OC(F)F)cc1,-5,-4,-3,1,-0.2,-1,0
O=C(CCNS(=O)(=O)c1ccccc1Cl)N1CCN(c2ccccn2)CC1,-2,0,0,1,-0.3,2,-2
Cc1ccc(C(=O)Nc2cccc3[nH]c(C(F)(F)F)nc23)cc1,-2,3,-5,-2,/,-11,-17
CC(C)(C)S(=O)N1Cc2cc(C(=O)N3CCOCC3)nc(-c3cccc(Br)c3)c2[C@H]1CCO (some centres undefined),-7,6,-1,3,0.1,-4,-11
C[C@@H]1CN(c2nc3nonc3nc2N2CCSCC2)C[C@H](C)O1,-2,1,/,0,/,/,-6
Fc1ccc(CN2CCCN(Cc3nc(-c4ccc5c(c4)OCO5)no3)CC2)cc1,/,-2,-5,0,0.3,8,-2
Cc1ccsc1CNC(=O)C1(C)CCN1C(C)C (centres undefined),3,1,-4,-2,0.1,11,0
CCOC(=O)c1cc(-c2ccccc2)nc2c(O)cccc12,-5,/,/,-3,/,/,1
COC(=O)c1cn(C(=O)c2ccc(C)c(C)c2)c2ccccc12,/,/,0,-9,0.3,/,-3
CS(=O)(=O)N1Cc2ccccc2CC1C(=O)OCC(=O)NCc1ccccc1 (centres undefined),1,1,2,2,-0.3,9,-7
C[C@@H]1CN([C@@H](C)CO)C(=O)c2cc(NS(=O)(=O)c3cccs3)ccc2O[C@@H]1CN(C)S(=O)(=O)c1ccccc1,-4,-1,2,-20,0.0,-8,3
CN(c1cc(Cl)c2c(c1)OCO2)c1cc2c(c3c1ccn3C)C1CCC2C1 (centres undefined),-12,3,-1,-2,2.6,-26,-6
CSCCC(C(=O)Nc1c(C)cccc1C)N(C)CCc1ccccc1 (centres undefined),-6,0,-7,2,-0.1,13,-3
CCOc1cc(C)c(Cl)cc1S(=O)(=O)n1ccnc1,-3,-1,-5,1,/,/,-6
Cc1noc(C)c1NC(=O)Nc1cccc2c1O[C@@H](CN(C)S(=O)(=O)c1cn(C)cn1)[C@H](C)CN([C@H](C)CO)C2=O,-11,1,2,-4,0.2,-4,4
CN1C(=O)c2cc(NC(=O)C3CCCC3)ccc2OC[C@H]2O[C@@H](CC(=O)Nc3ccccc3)CC[C@H]21,4,2,-5,-3,0.0,-30,-74
CNC(=S)N1CCN(S(=O)(=O)c2ccc3ccccc3c2)CC1,1,-5,/,0,0.7,/,0
COc1ccc(C(=O)N2CCC2(C)C(=O)NC(C)C)cc1 (centres undefined),-4,2,0,1,/,4,-2
C[C@H]1CN([C@@H](C)CO)C(=O)Cc2cc(N(C)C)ccc2O[C@H]1CN(C)C(=O)Nc1ccc(F)cc1,12,/,0,/,-3.8,/,5
CCC1(c2ccccc2)NC(=O)N(CC(=O)Nc2cc(Cl)ccc2N2CCOCC2)C1=O (centres undefined),-4,/,0,-1,/,/,-5
COc1ccc(S(=O)(=O)Nc2ccc3c(c2)C(=O)N([C@H](C)CO)C[C@H](C)[C@H](CN(C)C(=O)Nc2c(C)noc2C)OCCCC[C@H](C)O3)cc1,-10,1,2,0,0.1,-8,16
CC(C)Cn1c(N)c(C(=O)COC(=O)c2cc(C(F)(F)F)nc3ccccc23)c(=O)n(C)c1=O,1,/,/,-3,-0.1,/,26
C[C@@H]1CCCCO[C@@H](CN(C)Cc2ccc3c(c2)OCO3)[C@@H](C)CN([C@@H](C)CO)C(=O)c2cc(NC(=O)Nc3cccc4ccccc34)ccc2O1,-11,3,/,/,0.4,-156,/

# Marked active in DENV2 CPE (from the list above):
SMILES | DENV2 CPE | PglD inh | SIRT5 block | ERp5 block | S100A4 MyoIIA
O=C(OCc1c(F)cccc1Cl)c1cc([N+](=O)[O-])ccc1N1CCOCC1 | 68* | 6 | 7 | 11 | -1

# In a second layout: entries from further up.
# Values run as follows: DENV2 CPE, PglD inh, SIRT5 block, ERp5 block, E-selectin induc, Statin myotox sup, S100A4 MyoIIA
COC(=O)Cn1c(N)[n+](Cc2ccccc2)c2ccccc21
  /, 1, -4, -6, 0.0, 6, -1
O=C(CNC(=O)c1ccco1)Nc1ccc(OC(F)F)cc1
  -5, -4, -3, 1, -0.2, -1, 0
O=C(CCNS(=O)(=O)c1ccccc1Cl)N1CCN(c2ccccn2)CC1
  -2, 0, 0, 1, -0.3, 2, -2
Cc1ccc(C(=O)Nc2cccc3[nH]c(C(F)(F)F)nc23)cc1
  -2, 3, -5, -2, /, -11, -17
CC(C)(C)S(=O)N1Cc2cc(C(=O)N3CCOCC3)nc(-c3cccc(Br)c3)c2[C@H]1CCO (some centres undefined)
  -7, 6, -1, 3, 0.1, -4, -11
C[C@@H]1CN(c2nc3nonc3nc2N2CCSCC2)C[C@H](C)O1
  -2, 1, /, 0, /, /, -6
Fc1ccc(CN2CCCN(Cc3nc(-c4ccc5c(c4)OCO5)no3)CC2)cc1
  /, -2, -5, 0, 0.3, 8, -2
Cc1ccsc1CNC(=O)C1(C)CCN1C(C)C (centres undefined)
  3, 1, -4, -2, 0.1, 11, 0
CCOC(=O)c1cc(-c2ccccc2)nc2c(O)cccc12
  -5, /, /, -3, /, /, 1
COC(=O)c1cn(C(=O)c2ccc(C)c(C)c2)c2ccccc12
  /, /, 0, -9, 0.3, /, -3
CS(=O)(=O)N1Cc2ccccc2CC1C(=O)OCC(=O)NCc1ccccc1 (centres undefined)
  1, 1, 2, 2, -0.3, 9, -7

# More results follow:
SMILES,DENV2 CPE,PglD inh,SIRT5 block,ERp5 block,E-selectin induc,Statin myotox sup,S100A4 MyoIIA
Nc1cnc(CNc2ccccc2Cl)cn1,-17,0,/,1,-0.1,17,0
NNC(=O)C(=O)/C=C1\NC2(CCCC2)Cc2ccccc21,4,-5,1,3,0.0,/,-5
O=C(O)CNC(=S)N(Cc1ccccc1)Cc1ccccc1F,0,/,1,1,-1.0,/,-22
CC(=O)OC[C@@H]1CN(Cc2ccccc2)C[C@H](n2cnc3c(Nc4ccccc4)ncnc32)O1,16,7,/,2,0.0,3,-7
CC1CC(C)CN(CCCNC(=O)CN2C(=O)c3cccnc3Oc3ccccc32)C1 (centres undefined),-1,-3,-2,-5,/,-1,-2
Cc1ccc(S(=O)(=O)N2CCC(C(=O)OCC(=O)N(CCC#N)c3ccc(F)cc3)CC2)cc1C,-1,-1,-6,4,/,8,8
C[C@@H]1CN([C@@H](C)CO)C(=O)Cc2cc(NS(=O)(=O)c3cccs3)ccc2O[C@H]1CN(C)S(=O)(=O)c1cn(C)cn1,-1,0,2,-3,0.8,-12,-2
COc1ccc2c3c([nH]c2c1)[C@H]1C[C@H]2[C@H](C[C@@H](O)[C@H](OC)[C@H]2C(=O)O)CN1CC3,2,2,-3,4,3.3,-2,-2
CC(=O)c1ccc(O)c(CC=C(C)C)c1O,-14,-6,3,-2,/,5,-5
O=C(C1CCCCC1)N1CCN=C1SCc1cccnc1,19,-2,/,5,/,-5,-1
COc1ccc(NC(=O)c2cc3c(CO)cnc(C)c3oc2=Nc2cccc(C)c2)c(OC)c1,0,-8,-3,2,-0.1,-14,-8
O=S(=O)(c1ccccc1)N1C[C@H]2[C@@H](c3ccccc31)[C@@H](CO)N2Cc1ccccc1,27*,0,0,-2,0.2,16,-4
C/C=C/c1ccc2c(c1)O[C@@H](CN(C)C(C)=O)[C@H](C)CN([C@@H](C)CO)S2(=O)=O,-1,-4,-4,1,0.8,-15,5
CC1C(=O)N(Cc2cn(CCC3OCCO3)nn2)CCS(=O)(=O)N1Cc1ccc(-c2cccc(N(C)C)c2)cc1 (centres undefined),21*,-3,2,-3,0.8,-10,-23
C[C@@H]1CN([C@H](C)CO)C(=O)Cc2cc(NS(=O)(=O)c3ccccc3)ccc2O[C@H]1CN(C)Cc1ccc(Oc2ccccc2)cc1,?,1,14,2,-0.1,32,9
O=S(=O)(c1cccc(F)c1)N1CCN(Cc2cc3c(cc2Br)OCCO3)CC1,1,-3,1,-1,/,19,-8
Cc1cccc(C)c1NC(=O)CSCCO,0,3,1,-6,/,31,2
CO[C@H]1CN(C)C(=O)c2cc(NS(C)(=O)=O)ccc2OC[C@H](C)N(C(=O)C2CCCCC2)C[C@H]1C,4,-1,-4,3,0.2,1,-9
O=S(=O)(c1ccc2c(c1)CCCN2)N1CCCC2CCCCC21 (centres undefined),-1,2,-9,-4,0.2,1,-6
